esBAF inh = Bmi1 luciferase reporter increase in mESCs, primary screen, esBAF inhibitor project, mouse ES cells, Bmi1 luciferase knock-in, single point; 350,000 tested, 2% active; AID 602393, 2012; reporter increase, % at 12.5 µM; 24 h; 100% = twice the neutral-well signal; in the data active = activation above about 40%; inconclusive = no clear call, values can overlap the other calls;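 also: 0% = median of the plate's neutral control wells and 100% = double that signal; a rise in the Bmi1 reporter signal indicates esBAF inhibition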
Statin myotox sup = suppressors of statin myotoxicity in C2C12 myotubes, primary screen, cell-based, single point, plate reader | C2C12 myotubes + simvastatin, ATP luminescence, 48 h; scaled: DMSO 0, geranylgeraniol control 100 | rescue of ATP level, % at 7.49 µM | 330,000 tested, 0.78% active;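 active = mean ATP rescue above about 67%, or every replicate alone reaching that limit, limit read from the data, passing the limit was not always enough; inconclusive = no clear call, values can overlap the other calls; inactive = mean under the limit and some replicate under it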;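 also: myotubes were challenged with 10 µM simvastatin during compound exposure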
* marks the source's active call; other numbers are inactive results; u = inconclusive. The list is partial; rates above refer to the full screens.

SMILES	esBAF inh	Statin myotox sup
NC(=O)NC(=O)CSc1cccc(C(F)(F)F)c1	-1	25
CCOc1ccc(N2C(=O)C(Cl)=C(Nc3ccccc3O)C2=O)cc1	41*	43
CCCC(=O)C1=C(N(C)c2ccccc2)CC(C)(C)C(C(=O)OC)C1=O (centres undefined)	-4	-13
O=S(=O)(NCc1cn2ccsc2n1)c1cccs1	7	5
CN(c1ccc(C(=O)NCCC2=CCCCC2)cc1)S(C)(=O)=O	-6	-33
Nc1nnc(SCCOc2ccc(Br)cc2)s1	33	8
COc1ccc(N(C)S(=O)(=O)c2ccc3c(c2)oc(=O)n3C)cc1	9	10
c1ccc(-c2cn3c(n2)CCC3)cc1	12	-4
CCCC1C(C#N)=C(N)Oc2n[nH]c(C(C)(C)C)c21 (centres undefined)	-8	-10
C#CCOCCOCCOCCNc1nc(N2CCN(C(=O)[C@H]([C@@H](C)CC)n3cc([C@@H](N)CC(C)C)nn3)CC2)nc(N2CCN(C(=O)[C@H](CCCCN)n3cc([C@@H](N)C(C)CC)nn3)CC2)n1 (some centres undefined)	0	-2
Cc1cc(F)ccc1S(=O)(=O)Nc1ccccc1C(=O)Nc1ccc2[nH]c(=O)[nH]c2c1	-2	-9
COC(=O)c1ccc(NC(=O)CC2C(=O)N(c3ccc(C)cc3)C(=O)N2CC(C)C)cc1 (centres undefined)	3	19
O=C(N/N=C/C(Br)=C\c1ccccc1)c1n[nH]c2c1CCC2	2	-156
Cc1cc(C)cc(OCC(=O)Nc2ccc(N3CCCC3)cc2)c1	-5	4
O=C(CN1CCC(NC(=O)c2ccccc2)CC1)NCc1ccccc1F	-6	0
O=C(c1ccc(F)cc1)N1CCCCC(Sc2nnnn2-c2ccccc2)C1=O (centres undefined)	4	-8
O=C(O)c1ccc(N2CCCCCC2)c(N2C(=O)c3ccccc3C2=O)c1	0	1
Cn1cnnc1SCC(=O)n1c2ccccc2c2ccccc21	-2	19
CC(C)N1C(=O)S/C(=C/c2cccnc2)C1=O	0	2
Fc1cccc(CN2CCCCCCC2)c1	-7	36
Nc1c(S(=O)(=O)c2ccccc2)c2nc3ccccc3nc2n1/N=C/c1cccc(O)c1	19	-11
O=S(=O)(c1ccc(F)c2ccccc12)N1CCCCC1	5	-4
O=C(CN1CCOCC1)N1CCc2ccccc2C(c2ccccc2)C1 (centres undefined)	2	12
CCCCCCSc1cc(-c2nc3cnccn3c2NCc2ccccc2)ccc1OC	-6	13
COc1cc(N2C(=O)NC3CC2(C)Oc2ccccc23)cc(OC)c1OC (centres undefined)	-4	8

More records.
SMILES	esBAF inh	Statin myotox sup
COc1ccc(NC(=O)C(C)N2c3cccc4cccc(c34)S2(=O)=O)cc1OC (centres undefined)	5	1
CCn1c(NCc2c[nH]c3ccccc23)nc2ccccc21	31	-1
CC(=O)c1ccc(NC(=O)C2CCCN(S(=O)(=O)c3cccc4nonc34)C2)cc1 (centres undefined)	-6	16
COC(=O)[C@@]1(Cc2ccccc2)[C@H]2C(=O)N(Cc3ccccc3)C(=O)[C@H]2[C@H]2CN=C(SCc3ccc(C)cc3)N21	0	-11
COCc1cc(=O)oc2cc(NC(=O)c3ccc(C(C)(C)C)cc3)ccc12	-1	-11
COCc1nc(-c2cc(Br)ccc2OC)no1	-10	-14
CCSc1nnc(NC(=O)c2cc(C)oc2C)s1	38	-2
CCN(CC)c1ccc(/C=N/Nc2nc3ccccc3[nH]2)c(O)c1	-14	-332
COC(=O)c1c(NC(=O)Cc2cccs2)sc(C(=O)N2CCCCC2)c1C	-1	-9
COC(=O)c1scc(C)c1N/N=C(\C)c1ccc(F)cc1F	-12	2
CCOCCCNCC(=O)Nc1ccccc1N1CCOCC1	9	5
COc1ccc(OC)c(/C=C(\NC(=O)c2ccccc2)C(=O)N/N=C/c2ccc(C)s2)c1	6	21
O=C1OC(c2ccccc2)C2(CCCC2)C(=O)C12CCCC2 (centres undefined)	0	-6
COc1nc(-c2ccccc2)ccc1-c1noc(-c2ccccc2)n1	44*	-9
COCCN(C(=O)CC(C)(C)C)c1nnc(-c2cccnc2)s1	0	-10
Cc1cc(Cl)c(S(=O)(=O)Nc2ccccn2)cc1OCC(N)=O	1	2
CCOC(=O)c1cc(-c2ccccc2)sc1NC(=O)CN1C(=O)c2ccccc2C1=O	-3	10
CC(=O)c1cc(F)c(N2CCN(C(=O)c3ccco3)CC2)cc1C	29	-8
O=C1NC(c2cccs2)Nc2ccccc21 (centres undefined)	-1	-30
COc1cc(C(=O)Nc2cccc(-c3nc4ccccc4o3)c2C)cc(OC)c1OC	10	97*
COc1cc(/C=N/n2nnnc2N)ccc1OCC(N)=O	5	3
c1ccc2nc(-c3nc4ccccc4[nH]3)ccc2c1	-56	-71
Cc1oc(C)c2c(=O)ccc3c(c12)OC(N)=C(C#N)C3c1ccccc1 (centres undefined)	1	3
Cc1csc(NC(=O)C2CCCN(S(=O)(=O)c3ccc(Br)s3)C2)n1 (centres undefined)	-4	22
O=C(O)CCCCCCCCCC(=O)c1cccs1	-8	1

Ordered by molar mass (high to low): some entries from above
SMILES	esBAF inh	Statin myotox sup
COC(=O)[C@@]1(Cc2ccccc2)[C@H]2C(=O)N(Cc3ccccc3)C(=O)[C@H]2[C@H]2CN=C(SCc3ccc(C)cc3)N21	0	-11
COc1ccc(OC)c(/C=C(\NC(=O)c2ccccc2)C(=O)N/N=C/c2ccc(C)s2)c1	6	21
COc1cc(C(=O)Nc2cccc(-c3nc4ccccc4o3)c2C)cc(OC)c1OC	10	97*
COCc1cc(=O)oc2cc(NC(=O)c3ccc(C(C)(C)C)cc3)ccc12	-1	-11
Cc1oc(C)c2c(=O)ccc3c(c12)OC(N)=C(C#N)C3c1ccccc1 (centres undefined)	1	3
COCCN(C(=O)CC(C)(C)C)c1nnc(-c2cccnc2)s1	0	-10
CC(=O)c1cc(F)c(N2CCN(C(=O)c3ccco3)CC2)cc1C	29	-8
COc1nc(-c2ccccc2)ccc1-c1noc(-c2ccccc2)n1	44*	-9
CCN(CC)c1ccc(/C=N/Nc2nc3ccccc3[nH]2)c(O)c1	-14	-332
COCc1nc(-c2cc(Br)ccc2OC)no1	-10	-14
O=C1OC(c2ccccc2)C2(CCCC2)C(=O)C12CCCC2 (centres undefined)	0	-6
COc1cc(/C=N/n2nnnc2N)ccc1OCC(N)=O	5	3
O=C(O)CCCCCCCCCC(=O)c1cccs1	-8	1
c1ccc2nc(-c3nc4ccccc4[nH]3)ccc2c1	-56	-71
O=C1NC(c2cccs2)Nc2ccccc21 (centres undefined)	-1	-30

Next records:
SMILES	esBAF inh	Statin myotox sup
CCCCN(CCCC)S(=O)(=O)c1ccc(C(=O)Nc2nnc(COC)o2)cc1	-11	-32
COC(=O)c1scc(C)c1NC(=O)c1ccc(Cl)cc1	0	12
CCC(CC)NC(=O)c1ccc2c(c1)OCCO2	6	10
O=C(c1cccnc1)N1CCN(C(=O)c2ccccc2F)CC1	2	-6
Cc1nc2ccccc2nc1OCC(=O)Nc1cc(C(F)(F)F)ccc1N1CCOCC1	-11	-10
CCOC(=O)N1CCC(NC(=O)c2cc(C(=O)Nc3cccc(OC)c3)ccc2CO)CC1	0	-8
O=C(Nc1ccc2c(c1)OCO2)C1CC(c2ccccc2Cl)=NO1 (centres undefined)	64*	8
NC(CC(=O)O)c1cccc(OCc2ccccc2)c1 (centres undefined)	4	66*
CCCCOc1ccc(C(=O)Nc2ccc(N3CCN(C)CC3)cc2)cc1	-4	-31
COc1ccccc1-c1nnc2n1N=C(c1ccc(O)c(O)c1)CS2	-8	-44
O=S(=O)(c1ccccc1)c1nc(-c2cccs2)oc1NCC1CCCO1 (centres undefined)	-5	-10
CCOC(=O)c1[nH]c2ccc(C)cc2c1NC(=O)CN1CCCCC1	5	6
CCCOc1ccc(C(=O)NC(=S)Nc2nc(C)c(C(=O)N(C)C)s2)cc1	6	-1
COc1ccc(CCNC(=O)C2=COCCO2)cc1	20	14
COc1cccc(N2CCN(C(=O)Nc3ccc4c(c3)NC(=O)CO4)CC2)c1	2	11
Cc1ccc(Cc2cnc(NC(=O)/C(C#N)=C/c3ccc(-c4cccc([N+](=O)[O-])c4)o3)s2)cc1	-11	-97
CC(C)CN(CC(C)C)S(=O)(=O)N1CCC(C(=O)NCc2ccc(F)cc2)CC1	1	-13
Oc1ccc(/C=N/NC2=NCCCCC2)c(O)c1	21	-18
CCCSc1nc(N)c2c3c(sc2n1)CN(C)CC3	10	99*
COc1cccc(OCc2nc3c4cnn(-c5ccccc5)c4ncn3n2)c1	2	4
CCc1cc(-c2n[nH]c(=S)n2N)n(C)n1	-3	9
O=C(COC(=O)C1=Cc2ccccc2OC1)NC1CCCC1	1	7
O=C(CCN1CCN(c2ccccn2)CC1)Nc1ccc(F)cc1	-5	-10
Cc1csc(NC(=O)CCC(=O)N(CC(=O)NC2CCCC2)Cc2ccco2)n1	-1	u
O=C(CN1CCCCC1)Nc1nnc(-c2ccc([N+](=O)[O-])cc2)s1	-6	2

(further entries)
SMILES	esBAF inh	Statin myotox sup
N#CC1=C(N)OC2=C(C(=O)CCC2)C1C1CC=CCC1 (centres undefined)	-6	-4
COc1ccccc1NC(=O)c1cc2ccccc2o/c1=N\O	39	-3
Cc1cc(C)c(C#N)c(SCCS(=O)(=O)c2ccc(C(C)(C)C)cc2)n1	-18	25
CCOC(=O)C(CSCC(=O)c1ccc(Cl)cc1Cl)NC(=O)OC(C)(C)C (centres undefined)	3	-9
CCC(C)[C@H](Nc1nc(-c2ccccc2)nc2c1oc1ccccc12)C(=O)O (some centres undefined)	-7	10
COc1ccc2c(CSc3nc4nc(C)cc(C)n4n3)cc(=O)oc2c1	-3	8
C#CCOCCOCCOCCNc1nc(N2CCN(C(=O)CCCCCCCCCCNC(=O)Cn3cc(CCCCCN)nn3)CC2)nc(N2CCN(C(=O)CCCCCCCCCCNC(=O)[C@H]([C@@H](C)CC)n3cc(CCCCN=C(N)N)nn3)CC2)n1	5	-154
CC1=CC(C)(C)n2c(O)c(C3=NC(=S)NC3=O)c3cc(OC(=O)c4cccc5ccccc45)cc1c32	-5	-6
CCCCn1nnnc1SCC(=O)Nc1ccc2c(c1)OCO2	5	8
O=C(CN1CCN(c2cccc(C(F)(F)F)c2)CC1)Nc1cccc(C(F)(F)F)c1	-11	u
O=C(O)CCS(=O)(=O)Cc1ccccc1F	7	-6
CC1CCCN(S(=O)(=O)c2ccc(C(=O)Nc3nnc(-c4ccccc4Cl)o3)cc2)C1 (centres undefined)	1	-8
O=C(CN1C(=O)CCC1=O)Nc1ccc(Br)cc1	0	2
CCCOc1ccc(-c2nc(C#N)c(N3CCC(C(N)=O)CC3)o2)cc1	3	4
N#CC(c1ccc(Cl)cc1)c1nc2ccccc2nc1C(F)(F)F (centres undefined)	3	29
O=C1CC(c2ccco2)CC(O)=C1C=NCCN1CCN(C2CC(=O)N(c3ccccc3)C2=O)CC1 (centres undefined)	-2	4
CCNC(=O)c1cc2c(=O)n3cccc(C)c3nc2n(Cc2ccc(C)cc2)c1=N	9	-15
CC(C)n1ncc2c(C(=O)NCC(=O)Nc3ccccc3Br)cc(C3CC3)nc21	-3	2
CCOc1ccc(N2C(=O)CS/C2=C(\C(Cl)=C(Cl)Cl)[N+](=O)[O-])cc1	-4	18
N/C(=N/O)c1nc(N2CCCCC2)nc(N2CCCCC2)n1	-2	0
Cc1ccc(C(=O)OCC(=O)Nc2sccc2C(N)=O)cc1NC(=O)c1ccco1	-8	25
CC1Cc2nc(SCC(=O)Nc3ccc4c(c3)OCO4)n(Cc3ccccc3)c(=O)c2S1 (centres undefined)	64*	-1
COc1ccccc1C(c1nnnn1Cc1ccccc1)N1CCN(c2nc3ccccc3s2)CC1 (centres undefined)	-2	-3
COc1ccc(CCN2C(=O)C3C4CC(C5C(C(=O)NN)=NOC45)C3C2=O)cc1OC (centres undefined)	-1	61
Cc1cc(C)c(S(=O)(=O)N2CCN(c3ccc([N+](=O)[O-])c(NCC4CCCO4)c3)CC2)c(C)c1 (centres undefined)	2	9

(cont.)
SMILES	esBAF inh	Statin myotox sup
c1ccc(CCn2nnnc2C(c2cccs2)N2CCOCC2)cc1 (centres undefined)	0	5
CC1CCC(C(C)C)C(OC(=O)C2=C3c4ccccc4S(=O)(=O)N3CC2)C1 (centres undefined)	-7	-5
CC[C@@H](C)[C@H](NS(=O)(=O)c1ccc(C)cc1)C(=O)N1CCC(C(=O)NCC(=O)O)CC1	-3	-31
Cc1n[nH]c(C)c1C(=O)CC1(O)C(=O)N(CCc2ccccc2)c2ccc(Cl)cc21 (centres undefined)	-2	16
c1ccc(-c2sc3ccccc3c2-c2ccc(OCCN3CCOCC3)cc2)cc1	-2	-6
Cc1ccc(CNC(=O)CC2C(=O)Nc3c2c(=O)n(C)c(=O)n3Cc2ccccc2)cc1 (centres undefined)	-2	2
COCCn1c(SCc2nc3ccccc3c(=O)[nH]2)nnc1-c1ccncc1	17	-2
CC(=O)C(=Nc1ccc(Cl)cc1Cl)NNc1cccc(Cl)c1	-9	11
CCN(CC)Cc1cc(Oc2ccc(O)c(CN(CC)CC)c2)ccc1O	1	-6
O=C(Nc1ccc(Cl)cc1Cl)C1=Cc2ccccc2OC1	2	0
CCn1c(SCC(=O)NC)nnc1C(C)C	7	11
C[C@@H]1Cc2c(O)c(O)cc(O)c2C(=O)O1	0	7
COc1ccc(-n2nnc3c(=O)n(C/C=C/c4ccccc4)cnc32)cc1	-1	-34
Nn1c(Nc2ccccc2)nc2ccccc2c1=O	3	-20
CCN(CCO)c1nc(SC)nc2c1sc1nc(-c3ccco3)c3c(c12)CCC3	-4	-1
COC(=O)c1cccc(NC(=O)COC(=O)CSc2nc(C)cc(C)n2)c1	1	-9
CCCCn1nnnc1SCC(=O)c1ccc(C)c(C)c1	9	-12
O=C(Cn1nnc(-c2ccc([N+](=O)[O-])cc2)n1)NNC(=O)c1ccccc1	-10	7

High-throughput results: PubChem, Broad Institute
